Mito fusion yeast = qHTS Assay for Small Molecule Inhibitors of Mitochondrial Division or Activators of Mitochondrial Fusion; AID 485298, 2010; Potency, µM (highest dose often 46.1 µM), for inactives: top-dose growth rescue (activation), usual class: activators; S. cerevisiae fusion-defective mutant growth rescue, CellTiterGlo 48 h; 320,000 compounds, 0.23% hits;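 further: potency means the concentration at half of the fitted maximal effect; % of control where 0% means no effect; nearly all actives have a fitted effect of over 45% in size; temperature-sensitive fusion mutants such as fzo1-1 at 37 °C on non-fermentable ethanol glycerol medium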
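Compounds are tested for their ability to restore growth of mitochondrial fusion-defective yeast strains at non-permissive 37C in YPEG medium over 48 hours. Viability is quantified by luciferase luminescence.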
CXXC DNA block = qHTS Fluorescence Polarization Assay for Inhibitors of MLL CXXC domain - DNA interaction. Potency, µM (titrated, usually from 115 µM), without a hit: at the top dose activity change, negative = inhibition, actives largely listed as inhibitors. Histone-lysine N-methyltransferase 2A (Homo sapiens), Q03164. MLL-CXXC / FITC-HOXA9 DNA fluorescence polarization. 290,000 compounds, 0.037% hits; active means well fitted inhibition curve with a large enough effect in the polarisation, with a control signal flat, not every such curve was filed as active; inconclusive means small, poorly fitted or top-dose-only effect, or effect the other way, or a change in a side signal; inactive means no such curve, though single readings can be large or run the other way; the % refers to the polarisation; further: potency means the concentration at half of the fitted maximal effect
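Fluorescence polarization: 7 uM MLL-CXXC (stock) preincubated 5 min with compounds, then 50 nM fluorescein-HOX-A9 DNA (stock) added; 30 min ambient. Buffer 50 mM Tris-HCl pH 7.5, 50 mM NaCl, 1 mM DTT, 0.05% BSA.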
Menin-MLL TR inh = qHTS Assay for Inhibitors Targeting the Menin-MLL Interaction in MLL Related Leukemias: Competition With Texas Red Labeled MLL-derived Mutant Peptide; 270,000 compounds, 0.23% hits; Potency, µM (doses to about 61.6 µM), for the others: top-dose FP activity change, negative = inhibition, actives largely listed as inhibitors; AID 1768, 2009; O00255; Menin + Texas Red MLL mutant peptide, fluorescence polarization; active means well fitted inhibition curve with a large enough effect in the polarisation, with a control signal flat, not every such curve was filed as active; inconclusive means small, poorly fitted or top-dose-only effect, or effect the other way, or a change in a side signal; inactive means no such curve, though single readings can be large or run the other way; the % refers to the polarisation; further: potency means the concentration at half of the fitted maximal effect; % of control where 0% means no effect; many of its hits are not listed in these tables
MBNL1-CUG inh = qHTS Assay for Inhibitors of MBNL1-poly(CUG) RNA binding; Muscleblind-like protein 1 (Homo sapiens), Q9NR56; AID 2675, 2010; Potency, µM (series often up to 57.5 µM), without a hit: top-dose activity change, negative = inhibition, actives largely listed as inhibitors; TR-FRET MBNL1-His/biotin-(CUG)12 binding, 665/545 ratio; 280,000 compounds, 0.036% hits; active means well fitted inhibition curve with a large enough effect in the signal ratio, with a control signal flat, not every such curve was filed as active; inconclusive means small, poorly fitted or top-dose-only effect, or effect the other way, or a change in a side signal; inactive means no such curve, though single readings can be large or run the other way; the % refers to the signal ratio; further: potency means the concentration at half of the fitted maximal effect; on the % scale 0 is the no-effect control and ±100 the full control effect
Target sequence (Q9NR56 whole entry, looked up): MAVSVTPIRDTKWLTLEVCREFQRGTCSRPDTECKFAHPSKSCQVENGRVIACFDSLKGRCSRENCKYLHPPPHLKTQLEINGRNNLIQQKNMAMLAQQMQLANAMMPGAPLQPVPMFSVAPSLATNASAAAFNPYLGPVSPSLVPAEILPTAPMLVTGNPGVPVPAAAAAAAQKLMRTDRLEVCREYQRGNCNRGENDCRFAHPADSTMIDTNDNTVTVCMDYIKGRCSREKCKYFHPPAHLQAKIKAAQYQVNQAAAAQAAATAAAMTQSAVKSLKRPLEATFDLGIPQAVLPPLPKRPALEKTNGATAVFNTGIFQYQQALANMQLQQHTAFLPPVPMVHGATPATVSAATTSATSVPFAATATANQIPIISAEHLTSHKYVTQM
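MBNL1-His + Biotin-(CUG)12, cpd titration 92 nM–58 uM; Tb anti-His Ab 0.055 ng/ul, SA-XL665 5 nM (final); 60 min RT; ratiometric 665/545 nm, Ex 340 nm; normalized to buffer and full-complex controls.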
a7 integrin act = qHTS for Activators of Integrin-Mediated Alleviation for Muscular Dystrophy. AID 624291, 2012. Potency, µM (highest dose often 38.3 µM), for inactives: at the top dose activation, actives largely listed as activators. alpha7betagal myoblasts, beta-gal FDG fluorescence, 48 h. 350,000 compounds, 0.064% hits;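 further: potency means the concentration at half of the fitted maximal effect; 100% = response of the positive control SU9516; nearly all actives have a fitted effect of over 60% in size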
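Alpha7betagal+/- myoblasts (passage 13) were plated 16-24 hr, then exposed to compounds (1:260 dilution of DMSO stock) for 48 hours at 37C. After MPER lysis, β-galactosidase reporter activity was read as FDG fluorescence (ex 480/em 540) after 30 minutes.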
ASM inhibitor = Inhibitors of Secretory Acid Sphingomyelinase (S-ASM): qHTS; Sphingomyelin phosphodiesterase (Homo sapiens), P17405; placental ASM, HMU-PC fluorogenic substrate, 60 min; Potency, µM (series often up to 57.5 µM), without a hit: at the highest dose activity change, negative = inhibition, hits mostly inhibitors; 340,000 compounds, 0.006% hits; further: potency means the concentration at half of the fitted maximal effect
Target sequence (P17405 47-631 limits assumed): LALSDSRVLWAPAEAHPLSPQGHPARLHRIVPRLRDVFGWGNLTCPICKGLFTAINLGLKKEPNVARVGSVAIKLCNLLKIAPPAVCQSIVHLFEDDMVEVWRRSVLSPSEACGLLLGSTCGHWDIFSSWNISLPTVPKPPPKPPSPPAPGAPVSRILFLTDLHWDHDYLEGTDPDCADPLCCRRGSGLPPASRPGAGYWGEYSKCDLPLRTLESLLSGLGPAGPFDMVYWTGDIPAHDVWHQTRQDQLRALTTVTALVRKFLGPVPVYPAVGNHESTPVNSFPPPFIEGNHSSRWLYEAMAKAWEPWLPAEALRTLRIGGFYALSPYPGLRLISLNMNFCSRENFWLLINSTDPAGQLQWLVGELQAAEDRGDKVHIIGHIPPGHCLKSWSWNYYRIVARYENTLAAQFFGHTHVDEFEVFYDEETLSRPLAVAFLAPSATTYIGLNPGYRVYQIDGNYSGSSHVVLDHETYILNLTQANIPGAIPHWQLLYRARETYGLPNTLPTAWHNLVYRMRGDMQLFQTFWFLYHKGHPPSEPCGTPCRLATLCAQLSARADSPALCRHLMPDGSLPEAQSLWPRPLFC
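HMU-PC0 cleavage (9 uM final) by human placental ASM, 60 min at 37 °C following 10 min compound exposure at RT; stopped at pH 10, fluorescence Ex 386/Em 447 nm.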
TSG101-PTAP inh = qHTS Assay for Iinhibitors of HIV-1 Budding by Blocking the Interaction of PTAP/TSG101 | Tumor susceptibility gene 101 protein (Homo sapiens), Q99816 | Fluorescence polarization, FITC-PTAP peptide / Tsg101 binding | Potency, µM (doses to about 115 µM), inactives show top-dose activity change, negative = inhibition, usual class: inhibitors | 340,000 tested, under 10 active | AID 493005, 2010; active means well fitted inhibition curve with a large enough effect in the main read-out, with a control signal flat, not every such curve was filed as active; inconclusive means small, poorly fitted or top-dose-only effect, or effect the other way, or a change in a side signal; inactive means no such curve, though single readings can be large or run the other way; further: potency means the concentration at half of the fitted maximal effect; % of control where 0% means no effect
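Compounds were pin-transferred onto Tsg101 binding domain (10 uM final) in HEPES pH 7.5 buffer, then FITC-PTAP peptide was added at 50 nM final. After 20 min at RT, polarization reported peptide displacement across a qHTS concentration series.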
TCR act = Activators of T cell receptors: qHTS campaign | primary human leukocytes, anti-CD3, IL-2 HTRF, 48 h | 330,000 tested, under 10 active | Potency, µM (highest dose often 9.22 µM), without a hit: at the highest dose activation of IL-2 secretion, usual class: activators; further: % of control where 0% means no effect
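Primary human leukocytes receive a-CD3 beads and test compound and are incubated 48 hr. Secreted IL-2 is then assayed by HTRF, measuring 665nm acceptor emission after 320nm excitation of the europium donor.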
A-T KAP1 phos = qHTS Assay for Identifying a Potential Treatment of Ataxia-Telangiectasia. AID 485349, 2010. […] A-T fibroblasts, KAP-1 phosphorylation AlphaLISA; neocarzinostatin DNA damage 30 min before lysis. 320,000 compounds, 0.19% hits. Potency, µM (top dose mostly 57.5 µM), inactives show at the top dose activation, most hits filed as activators; further: potency means the concentration at half of the fitted maximal effect; % of control where 0% means no effect; nearly all actives have a fitted effect of over 45% in size
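hTERT-immortalized A-T patient fibroblasts ([…]), 500 cells/well in OPTI-MEM, 1% FBS, got compounds for 60 min, then NCS for 30 min at 37C. Lysates were then assayed for phospho-KAP-1 by AlphaLISA (anti-pKAP1 donor, anti-KAP1 acceptor beads), 6 hr at 25C.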
TSHR antagonist = Antagonists of the Thyroid Stimulating Hormone Receptor: HTS campaign | 330,000 compounds, 0.2% hits | activity change, negative = inhibition, % at 11.5 µM | Thyrotropin receptor (Homo sapiens), P16473 | AID 504810, 2011 | TSHR-expressing cells, TSH-stimulated cAMP HTRF, 2 h; stronger effect = lower value;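 active means activity change below a set negative limit, meaning inhibition stronger than a set level, cut at about -70% in these data; inconclusive means activity change between two set negative limits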; further: on the % scale 0 is the no-effect control and ±100 the full control effect
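Cell-based HTRF cAMP assay; TSHR cells + compound, TSH EC80 (4nM final), 2 h, 37 deg C. Lysis with anti-cAMP cryptate and cAMP-d2, 30 min RT, read 665/620 nm.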
Starred values were filed as active, the others as inactive; ? = inconclusive; . = not tested or not shown; [ ] = another dose, or the depositor's remark. Unless noted, the call rests on the fitted dose curve; in most records, active means well fitted curve in the direction sought with a large enough effect; inconclusive means small, poorly fitted or top-dose-only effect, or another doubt; inactive means no such curve, though single readings can be large; an effect the other way counts as inactive or inconclusive. A portion of the library, so the mix of outcomes need not match the whole.

Sequence of screens – Mito fusion yeast	CXXC DNA block	Menin-MLL TR inh	MBNL1-CUG inh	a7 integrin act	ASM inhibitor	TSG101-PTAP inh	TCR act	A-T KAP1 phos	TSHR antagonist
1. COc1ccc(NC(=O)CN2CCN(C(=S)NC3CCCC3)CC2)cc1
  0%	-9%	.	1%	20%	5%	0%	1%	-7%	-2
2. Cc1cc(C)cc(OCC(=O)Nc2ccc3c(c2)OCCO3)c1
  0%	10%	-5%	-13%	17%	-1%	-6%	-3%	-1%	-17
3. CCOC(=O)C1CCN(C(=O)/C=C/c2ccc(S(=O)(=O)N3CCOCC3)cc2)CC1
  .	.	.	.	-6%	5%	-2%	-7%	28%	4
4. Cc1ccc(N=Cc2c(O)ccc3ccccc23)cc1F
  .	-7%	-9%	-21%[11.5 µM]	-4%	3%	?	1%[46.1 µM]	11%	34
5. COc1cccc(OC)c1C(=O)OCC(=O)NC(=O)NCc1ccccc1
  -3%	-4%	?	-5%	9%	-10%	-6%	-4%	2%	5
6. CCCCn1c(N)c(N(CCOC)C(=O)CN2C(=O)C3CCCCC3C2=O)c(=O)[nH]c1=O (stereo not drawn)
  -1%	.	.	.	-5%	7%	-3%	-4%	0%	11
7. CC(C)(C)NC(=O)COC(=O)c1ccc2c(c1)C(=O)N(Cc1ccco1)C2=O
  -1%	7%	-19%	?	7%	1%	-3%	-3%	4%	-10
8. Nc1ncnc(Nc2ccccc2C(F)(F)F)n1
  -3%	-13%	2%	-4%	-1%	3%	-1%	-1%	-8%	4
9. CCc1ccc(-c2nc(SCC(=O)N(C)C3CCS(=O)(=O)C3)n[nH]2)cc1 (stereo not drawn)
  -3%	.	.	.	3%	1%	2%	1%	-1%	0
10. c1ccc(-c2nc(-n3nc4ccccc4n3)nc3ccccc23)cc1
  -9%	-7%	2%	7%	0%	-23%	0%	-3%	5%	-8
11. COc1ccc(C2=NN(c3ccccc3)C(=O)/C2=C\c2ccc(O)c(OC)c2)cc1
  13%	10%	?	0%	-11%	-19%	-2%	10%	-2%	-8
12. N#Cc1cccc(C#N)c1N1CCC(C#N)CC1
  -1%	-8%	11%	?	-14%	85%[activator]	-3%	-5%	-1%	0
13. CCOC(=O)C1(CC2CCCCO2)CCN(C2CCSCC2)CC1 (stereo not drawn)
  -7%	-13%	-20%	-3%	-16%	3%	-1%	-3%	7%	-8
14. CCNc1nc(NCC)nc(NC(N)=S)n1
  -1%	2%	2%	-6%	-9%	2%	-1%	6%	1%	5
15. CCN(CC)CCNC(=O)CNC(=O)c1nn(-c2ccc(OC)c(OC)c2)c(=O)c2ccccc12
  1%	-4%	0%	5%	2%	-1%	-2%	-4%	1%	1
16. Cc1cccc(C(=O)NCC(=O)OCCOc2ccccc2Cl)c1
  3%	.	.	.	?	1%	-2%	-1%	-1%	-7
17. CN1C(CCl)Nc2cc(Cl)c(S(N)(=O)=O)cc2S1(=O)=O (stereo not drawn)
  .	3%	2%	.	15%	0%	-1%	7%	.	.
18. O=C(COC(=O)c1ccc(Cl)nc1)Nc1cc(S(=O)(=O)N2CCOCC2)ccc1Cl
  .	.	.	.	18%	0%	-3%	2%	-2%	-3
19. CC(=O)Nc1ccc(S(=O)(=O)Nc2nc3ccccc3nc2Sc2nncn2C)cc1
  0%	-3%	?	?	3%	36%	-12%	-15%	9%	26
20. CCN(CC)c1ccc(S(=O)(=O)N2CCOCC2)cc1NC(=O)C1CC1
  -1%	.	.	.	-7%	1%	-3%	4%	8%	1
21. O=c1c2c(-c3cccc([N+](=O)[O-])c3)ccnc2[nH]n1-c1ccccc1
  17%	3%	?	12%	17%	-6%	-1%	4%	-1%	-4
22. CCC(C)c1c(O)nc(SCC(=O)N2CCOCC2)[nH]c1=O (stereo not drawn)
  1%	2%	-2%	-13%	16%[7.66 µM]	4%	-3%	-12%	6%	-3
23. O=C(c1ccco1)N1CCN(C(=O)c2ccc(-c3ccccc3Cl)o2)CC1
  24%	.	.	.	-4%	-1%	-8%	3%	9%	-10
24. COc1ccc(NC(=O)CCCN2C(=O)CN(C)C2=O)c(OC)c1
  -4%	.	.	.	-6%	5%	1%	12%	-14%	25
25. COc1ccc(C2OC(=O)CC2C(=O)NCc2ccc(C)cc2)cc1OC (stereo not drawn)
  -7%	-4%	0%	-12%	19%	1%	-8%	-23%	3%	-2
26. Cc1ccc(/C=N/n2c(-c3ccc(Cl)cc3)n[nH]c2=S)s1
  1%	-2%	0%	0%	-20%	-4%	-3%	1%	-11%	-8
27. O=c1cnc2ccccc2n1CC1CCCCC1
  9%	0%	6%	4%	-26%	7%	-8%	8%	8%	-17
28. CCOc1ccccc1NC(=O)Cn1nnc(C(=O)NCc2cccs2)c1N
  -7%	5%	?	1%	-8%	2%	-7%	4%	0%	-1
29. Cc1ccc(S(=O)(=O)c2nnn3c2nc(N2CCN(c4ccccn4)CC2)c2ccccc23)cc1
  7%	-3%	11%	-2%	-33%	-3%	5%	2%	0%	-3
30. Cc1cccc(C2C3=C(Nc4[nH]n(-c5ccccc5)c(=O)c42)c2ccccc2C3=O)c1 (stereo not drawn)
  10%	-20%	?	26%	42%	0%	-4%	4%[46.1 µM]	10%	-19
31. Cc1cc2oc(=O)cc(-c3ccccc3)c2c(C)c1-c1ccc(C(F)(F)F)cc1
  .	.	2%	.	28%	-19%	-6%	0%[46.1 µM]	-13%	-13
32. C=CCOc1ccc(NC(=O)C(=O)NCCCn2ccnc2)cc1
  -5%	20%	9%	6%	-11%	2%	-3%	2%	-11%	4
33. Nc1nnn(CC(=O)N/N=C/c2cccc3ccccc23)n1
  -3%	6%	3%	28%	-2%	-3%	-1%	-4%[46.1 µM]	-5%	9
34. C=CCOc1nc2c(c(=O)n(Cc3ccc(Cl)cc3)c(=O)n2C)n1C
  4%	5%	-7%	-13%	1%	-6%	0%	-7%	4%	-10
35. Cc1ccccc1CS(=O)(=O)Cc1ccc(C(=O)NCCCN2CCOCC2)o1
  10%	2%	-18%	12%	-16%	0%	-4%	4%	0%	-4
36. Cc1ccc2cc(/C=N/Nc3ccc(C(=O)O)cc3)c(Cl)nc2c1
  7%	43%[activator]	.	?	-42%	0%	-2%	-1%	2%	-10
37. N#C/C(=C\c1ccc(OCc2ccc(Cl)cc2)cc1)C(=O)Nc1cccc(C(=O)O)c1
  10%	-2%	?	3%	13%	-3%	-4%	2%	-3%	-15

3 entries from above, arranged by the number in a7 integrin act, lowest first:
entry	SMILES	a7 integrin act
36	Cc1ccc2cc(/C=N/Nc3ccc(C(=O)O)cc3)c(Cl)nc2c1	-42%
32	C=CCOc1ccc(NC(=O)C(=O)NCCCn2ccnc2)cc1	-11%
24	COc1ccc(NC(=O)CCCN2C(=O)CN(C)C2=O)c(OC)c1	-6%

Compound activity as filed in PubChem BioAssay.
